# Source: PubChem (several laboratories)
# ABHD4 inh – inhibitors of mouse ABHD4 | AID 720543 | 0.54% of 370,000 active | Q8VD66 | inhibition, % at 8.92 µM | purified mABHD4, FP-Rh probe fluorescence polarization;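 active means inhibition exceeding the mean over every tested compound plus 3 SD, cut at about 30% in these data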;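 further: 0% = plate median of compound wells and 100% = S159A mutant with DMSO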
# Target sequence (Q8VD66 whole entry, looked up): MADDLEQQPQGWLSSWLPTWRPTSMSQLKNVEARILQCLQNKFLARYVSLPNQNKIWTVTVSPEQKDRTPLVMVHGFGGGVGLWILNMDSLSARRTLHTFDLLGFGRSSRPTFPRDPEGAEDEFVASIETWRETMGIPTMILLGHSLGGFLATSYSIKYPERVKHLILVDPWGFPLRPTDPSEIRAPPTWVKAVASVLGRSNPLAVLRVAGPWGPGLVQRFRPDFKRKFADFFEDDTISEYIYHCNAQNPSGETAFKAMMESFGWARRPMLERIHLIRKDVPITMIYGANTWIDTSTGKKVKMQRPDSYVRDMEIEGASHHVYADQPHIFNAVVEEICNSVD
#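 Test system: mouse ABHD4 enzyme, wild type. Reagent: FP-Rh fluorescent activity-based probe, added after compound pre-incubation. Timing: pre-incubation 45 min, probe exposure 60 min, at 25 °C. Technique: FP readout, ex 525 nm / em 598 nm. Benchmarks: high control S159A mutant with DMSO, low control median of compound wells.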
# PG9 Ab binder – small molecules binding HIV-1 gp120 antibody PG9; TR-FRET gp120-PG9 antibody binding; inhibition, % at 6.7 µM; 0.43% of 360,000 active; AID 624416; in the data active means inhibition above about 8.5%
# ASAP1 GAP inh – blocks human ASAP1-stimulated Arf1 GTP hydrolysis; Q9ULH1; GDP FP detection; inhibition, % at 16.5 µM; 0.19% of 360,000 active; AID 624377; in the data active means inhibition above about 25%;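 further: 0% = vehicle with enzyme and substrate and 100% = no enzyme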
# Target sequence (Q9ULH1 325-724 limits assumed): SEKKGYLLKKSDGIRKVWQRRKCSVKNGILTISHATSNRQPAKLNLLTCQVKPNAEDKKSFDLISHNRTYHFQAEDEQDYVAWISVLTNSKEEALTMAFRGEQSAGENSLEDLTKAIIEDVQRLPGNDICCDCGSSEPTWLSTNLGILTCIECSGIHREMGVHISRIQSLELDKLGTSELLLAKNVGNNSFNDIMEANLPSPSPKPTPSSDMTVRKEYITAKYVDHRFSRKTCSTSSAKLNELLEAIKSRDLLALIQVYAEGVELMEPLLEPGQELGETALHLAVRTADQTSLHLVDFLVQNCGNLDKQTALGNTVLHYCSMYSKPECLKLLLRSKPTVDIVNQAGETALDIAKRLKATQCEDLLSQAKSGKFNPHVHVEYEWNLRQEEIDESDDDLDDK
# rCAG RNA binder – binds r(CAG) RNA repeats | r(CAG) RNA repeat, TO-PRO-1 dye displacement fluorescence | inhibition, % at 3 µM | 1.3% of 370,000 active | AID 651821;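 active means inhibition above the plate cutoff, the mean of all test compounds on that plate plus 3 SD, cut at about 35% in these data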;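 further: 0% = DMSO alone and 100% = 100 µM mitoxantrone as full dye displacement; higher means more dye released from RNA so lower well fluorescence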
# ARFGAP1 inh – inhibits rat ARF GTPase activating protein 1; Arfgap1-stimulated ARF1 GTP hydrolysis, GDP FP detection; inhibition, % at 16.5 µM; 0.26% of 360,000 active; AID 651572;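 active means inhibition above a per-plate limit, mean inhibition of low control wells plus 3 SD, cut at about 25% in these data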;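 further: 0% = DMSO wells with enzyme and 100% = wells lacking Arfgap1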
# Target sequence (Q62848 1-136 limits assumed): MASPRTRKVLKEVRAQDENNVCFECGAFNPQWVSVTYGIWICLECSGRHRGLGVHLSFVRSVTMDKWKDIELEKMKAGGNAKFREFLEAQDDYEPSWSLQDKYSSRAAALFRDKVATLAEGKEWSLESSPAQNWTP
#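 System: truncated rat Arfgap1 GAP domain / Benchmarks: high control wells lacking Arfgap1, low control full reaction with DMSO / Times: compound-enzyme preincubation 20 min, reaction 120 min, detection 60 min, 25 °C / Repeats: one replicate per compound / Also added: human ARF1(Δ1-17)-GTP substrate / Measured by: Tracer-displacement fluorescence polarization with EDTA stop, 620/688 nm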
# SMARCA2 act – activators of SMARCA2 function | MG213 cells, MMTV-luciferase reporter, dexamethasone, overnight | activation, % at 9.1 µM | 1% of 370,000 active; in the data active means activation above about 7.8%;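 further: 0% = vehicle wells and 100% = reference activator wells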
# NR1D1 modulator – modulates human Rev-erb alpha binding to DNA; P20393; activity, % at 10 µM; Rev-erbα–FITC-DNA binding, fluorescence polarization, 90 min; 0.79% of 370,000 active; AID 1259318;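 active means activity above about 14%, limit read from the data; passing the limit was not always enough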;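 further: 0% = DMSO wells with 35 nM protein and 100% = DMSO wells with 750 nM protein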
# GC-B act – GC-B (human) receptor activation; HEK293-GC-B cells, CNP EC30, cGMP TR-FRET; 0% at EC30 CNP, 100% saturating CNP; activation, % at 10 µM; 0.11% of 370,000 active;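 active means activation at 10 µM reaching about 35% in either raw or pattern-adjusted values, limit read from the data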
# NPR1 activator – GC-A (human) enzyme activation; P16066; 0.14% of 370,000 active; activation, % at 10 µM; AID 1671463; HEK293 GC-A cells, cGMP TR-FRET, EC30 ANP; 0% at EC30 ANP, 100% saturating ANP; in the data active means activation above about 40%
# HTRA1 inh – inhibitors of human serine peptidase HTRA1; AID 504803; Q92743; inhibition, % at 5.96 µM; recombinant HTRA1, FP-rhodamine activity-based probe, fluorescence polarization; 0.5% of 340,000 active; in the data active means inhibition above about 36%;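 further: 0% = enzyme with DMSO and 100% = wells lacking enzyme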
# Numbers without * were called inactive; / = not tested or not shown. The order is random. About 4.4% of those tested had a hit in this group.
smiles | ABHD4 inh | PG9 Ab binder | ASAP1 GAP inh | rCAG RNA binder | ARFGAP1 inh | SMARCA2 act | NR1D1 modulator | GC-B act | NPR1 activator | HTRA1 inh
Cc1ccc2nc3c(cc(S(=O)(=O)c4ccccc4)c(=N)n3Cc3ccco3)c(=O)n2c1 | 5 | 1.3 | -12 | 25 | -1 | 2 | -7 | -1 | 4 | -6
O=C1NC(=S)N/C1=C/c1cccc2ccccc12 | -10 | -4.3 | -5 | 11 | -4 | 5 | 8 | -7 | 12 | -10
Cc1ccc(C(=O)Nc2sc3c(c2C(=O)NCc2ccco2)CCCC3)cc1 | -1 | 2.6 | -3 | 3 | 6 | -1 | 1 | -3 | 4 | -11
O=C(O)C1CC(=O)N(CCOc2ccccc2)C1 (stereo unspecified) | -4 | -0.4 | 4 | 2 | -8 | -1 | 0 | 5 | 4 | 3
CCCC(C)C(=O)Nc1nc(C)c(-c2csc(Nc3cc(Cl)ccc3C)n2)s1 (stereo unspecified) | -5 | -1.6 | 4 | 29 | 13 | 0 | -4 | -3 | 2 | -20
Cc1ccc(-n2c(SCC(N)=O)nc3c(oc4ccccc43)c2=O)cc1 | -1 | -0.4 | 1 | -2 | 2 | -2 | 0 | 1 | 5 | 2
Cc1ccc(NC(=O)c2ccccc2F)cc1S(=O)(=O)N1CCCCCC1 | -13 | -1.7 | -12 | 0 | 6 | -2 | -3 | -5 | -2 | -17
O=C(CNC(=O)c1sc2ccccc2c1Cl)NCc1ccc(F)cc1 | 6 | 12* | -11 | 3 | -4 | -1 | 10 | -2 | 1 | -11
CCOc1cc(C)c(Cl)cc1S(=O)(=O)n1nnc2ccccc21 | -4 | -2.1 | -2 | 6 | 11 | 0 | 3 | -2 | 0 | 6
Cc1ccc(OCCC(=O)NNC(=O)c2ccncc2)cc1 | 2 | -1.0 | 4 | 2 | 2 | -2 | 4 | -2 | 2 | 1
O=C(CCC(=O)N1CCN(Cc2ccc(F)cc2)CC1)Nc1nnc(C2CCCCC2)s1 | 0 | 0.6 | -8 | -2 | 10 | -1 | 2 | -5 | 1 | 3
Cn1cc(S(=O)(=O)N2CCCC2)cc1C(=O)NCc1ccccc1 | -2 | 0.9 | -21 | 0 | 11 | -3 | 2 | 4 | -1 | 5
CCOC(=O)C(CC(C)C)CP(=O)(O)CNC(=O)OCc1ccccc1 (stereo unspecified) | -4 | -2.1 | -1 | 2 | -3 | 1 | -7 | 0 | 2 | -1
Cc1ccc(NC(=S)N2CCCC(CO)C2)c(C)c1 (stereo unspecified) | -4 | -2.0 | 0 | 0 | -1 | 2 | 0 | 0 | 0 | 6
Cc1cccc(CN(CC(=O)N/N=C/c2cccs2)S(=O)(=O)c2ccc(Cl)cc2)c1 | -40 | -0.9 | 4 | 3 | 14 | 0 | 2 | -7 | 4 | -80
C=CCn1cn[nH]c1=S | 2 | 2.4 | -2 | -2 | 14 | 2 | -2 | 0 | 0 | 4
COc1ccc(OC)c(N2CC(O)=C(c3nc4ccccc4s3)C2=N)c1 | 4 | -1.2 | -7 | 2 | 8 | 0 | 3 | -15 | -1 | -17
COc1ccccc1CNC(=O)COC(=O)/C=C/c1cccs1 | -11 | 0.4 | 2 | -8 | 1 | 1 | -4 | -4 | -3 | -6
CCC(=O)/C=C1/Sc2ccccc2N1CC | 26 | -0.9 | -4 | 7 | -6 | -1 | 1 | 1 | -2 | 7
COc1ccc(CCNC(=O)c2ccc3c(c2)N(Cc2ccc(F)cc2)CCS3)c(OC)c1 | -14 | 3.8 | 8 | 5 | -14 | -4 | 10 | 2 | -2 | -18
O=C(CN1CCOCC1)NN=C(c1ccccc1)c1ccccc1 | 5 | -2.4 | -1 | -7 | 4 | 4 | 2 | 2 | 1 | 1
CN(Cc1nccs1)C(=O)c1ccc(OC2CCN(CCc3ccccc3)CC2)cc1 | -3 | -0.1 | 2 | -11 | -3 | 0 | -2 | -1 | 0 | -1
CCN(c1ccccc1)S(=O)(=O)c1ccc(Cl)c(NC(=O)c2ccc(=O)[nH]n2)c1 | -3 | 0.1 | -8 | 10 | -13 | -4 | 5 | -17 | -20 | -9
COc1ccc(NC(=O)CN(C)C(=O)C(CCSC)NC(=O)c2ccccc2)cc1 (stereo unspecified) | -2 | -2.0 | 13 | 2 | 11 | 1 | -5 | -1 | 3 | -6
CCN(CC)c1ccc(Nc2nc(N3CCOCC3)c3ccccc3n2)cc1 | 22 | -1.5 | -5 | 3 | -8 | -6 | 6 | 10 | 10 | 10
CCOC(=O)C1CCN(c2cc3c(cc2NC(=O)c2ccc(OC)c(OC)c2)n(C)c(=O)n3C)CC1 | 13 | -1.8 | 0 | 1 | -5 | -3 | -11 | 1 | 5 | 3
Cc1cccc(C)c1-n1nnnc1C1c2ccccc2C(=O)N1CCC(C)C (stereo unspecified) | 2 | -2.4 | -11 | -2 | 0 | -4 | -3 | -2 | -4 | /
COc1cccc(/C(O)=C2/C(=O)C(=O)N(c3ccccn3)C2c2ccc(OC)c(OC)c2)c1 (stereo unspecified) | 1 | 1.8 | 15 | -2 | 8 | -2 | 3 | -3 | -5 | 1
CCCC(=O)C1=C(O)C(C(=O)OC)C(C)(C)CC1=NCCc1ccccc1 (stereo unspecified) | 1 | -1.7 | -21 | -1 | -1 | 0 | -3 | -5 | -2 | -12
NC(=S)NC1CC2CC1C1C=CCC21 (stereo unspecified) | 0 | -0.8 | -8 | 0 | -1 | 0 | 4 | 4 | 1 | 1

# Next compounds.
SMILES	ABHD4 inh	PG9 Ab binder	ASAP1 GAP inh	rCAG RNA binder	ARFGAP1 inh	SMARCA2 act	NR1D1 modulator	GC-B act	NPR1 activator	HTRA1 inh
Cc1ccc(Cn2nc(C)c(NC(=O)C3(C)CC3(Br)Br)c2C)cc1 (stereo unspecified)	3	-0.4	-3	-4	-6	-1	/	/	/	-5
Cc1oc(C(N)=O)nc1-c1ccccc1	-2	0.4	-1	1	4	-4	-2	4	1	8
CCOCCCNC(=O)Cn1cc2c(n1)-c1c(oc(C(=O)N3CCCC3)c1C)CC2	-5	-2.3	2	6	-7	-4	-3	1	0	4
COc1ccc(N(CC(=O)Nc2cccc(N(C)S(C)(=O)=O)c2)S(=O)(=O)c2ccc(C)cc2)cc1	-6	-0.6	-3	-1	8	-4	-5	0	0	-11
Cc1cc(NC(=O)CSc2[nH]c(=O)cc(C(F)(F)F)c2C#N)no1	-2	-1.7	9	6	-4	-1	5	-1	0	-23
COc1ccc(C(CNC(=O)c2ccc(Cl)c(NC(=O)c3cccs3)c2)N2CCCC2)cc1 (stereo unspecified)	3	1.2	7	-1	7	1	-3	-8	-10	-14
CC1(c2ccc(OC(F)F)cc2)NC(=O)N(CC(=O)N2CCN(C(=O)c3ccco3)CC2)C1=O (stereo unspecified)	-1	-0.3	-1	3	-2	-1	1	-1	1	0
Cc1ccccc1C(=O)Nc1ccc(N2CCN(C(=O)c3ccco3)CC2)cc1	-7	-2.0	-7	2	-2	-1	1	1	-1	-1

# Next section
SMILES	ABHD4 inh	PG9 Ab binder	ASAP1 GAP inh	rCAG RNA binder	ARFGAP1 inh	SMARCA2 act	NR1D1 modulator	GC-B act	NPR1 activator	HTRA1 inh
CCn1c(CCNC(=O)c2ccc(OC)cc2)nnc1SCc1ccc(Cl)c(Cl)c1	0	3.0	5	-6	19	-5	2	-11	-16	-17
Cc1ccc(NC2=CC(=O)C(=O)c3ccccc32)cc1	38*	-20	18	5	1	-1	0	-10	-5	9
CCOC(=O)C1=CN(Cc2cccc(F)c2)S(=O)(=O)N(CC)C1c1cccc(OC)c1 (stereo unspecified)	-13	2.0	-2	1	-3	0	3	-7	-9	-32
CC1(C)CC(NC(=O)c2ccc3c(c2)OCO3)CC(C)(C)N1	3	1.6	4	1	26*	-2	-2	4	-1	-2
CC(C)(C)NC(=O)COC(=O)CNC(=O)c1cc(Cl)cc([N+](=O)[O-])c1	-3	-0.4	14	1	-4	1	-1	-5	0	-1
CCc1ccc(N=C2N=C(N)c3ccccc32)cc1	1	0.1	4	-1	-2	5	-1	3	5	2
CCC[C@H]1[C@@H](NC(=O)C2CCC2)CC[C@@]23CCCN2C(=O)CCC[C@@H]13	-5	/	/	/	/	/	1	-3	-6	/
Cc1ccc(NC(=O)CS(=O)CC(=O)N(CC(=O)NC2CCCC2)c2cccc(C)c2C)cc1 (stereo unspecified)	2	-1.8	0	-8	5	0	2	0	4	-8

# (continued)
SMILES	ABHD4 inh	PG9 Ab binder	ASAP1 GAP inh	rCAG RNA binder	ARFGAP1 inh	SMARCA2 act	NR1D1 modulator	GC-B act	NPR1 activator	HTRA1 inh
O=C(NC1CCCCC1)n1c(=O)oc2ccc(Cl)cc21	-6	-2.5	10	-1	-15	-2	6	2	3	4
Cc1ccc(NC(=O)Nc2ccc3c(c2)nnn3C)cc1C	8	-1.6	8	0	3	1	0	-3	-3	8
Cc1ccc(S(=O)(=O)N2CCC(C(=O)N3CCCCCCC3)CC2)cc1	-1	-2.7	9	-5	-7	-4	3	1	-1	2
CCC(C)NC(=O)CSC1=Nc2ccccc2C2=NC(CC(=O)NCc3ccccc3)C(=O)N12 (stereo unspecified)	-1	0.4	8	-4	1	-1	4	-4	1	0
COc1cc2c(cc1NC(=O)CN(C)Cc1cccc(OC)c1OC)oc1ccccc12	-19	-2.6	-9	7	-1	-1	1	1	4	-57
CN(C)/N=C/c1ccc(/C=N/NC(N)=S)o1	11	-11	-10	2	1	2	-2	-6	-14	8
Cc1ccc2c(c1)N(CC(=O)NCC1CCCO1)C(=O)CO2 (stereo unspecified)	6	-1.3	-1	2	3	-2	-10	4	-2	-2

# A second format for 5 compounds above.
# Each structure is followed by: ABHD4 inh | PG9 Ab binder | ASAP1 GAP inh | rCAG RNA binder | ARFGAP1 inh | SMARCA2 act | NR1D1 modulator | GC-B act | NPR1 activator | HTRA1 inh
Cc1ccc2c(c1)N(CC(=O)NCC1CCCO1)C(=O)CO2 (stereo unspecified)
  6 | -1.3 | -1 | 2 | 3 | -2 | -10 | 4 | -2 | -2
Cc1ccc(NC(=O)Nc2ccc3c(c2)nnn3C)cc1C
  8 | -1.6 | 8 | 0 | 3 | 1 | 0 | -3 | -3 | 8
Cc1ccc(S(=O)(=O)N2CCC(C(=O)N3CCCCCCC3)CC2)cc1
  -1 | -2.7 | 9 | -5 | -7 | -4 | 3 | 1 | -1 | 2
COc1cc2c(cc1NC(=O)CN(C)Cc1cccc(OC)c1OC)oc1ccccc12
  -19 | -2.6 | -9 | 7 | -1 | -1 | 1 | 1 | 4 | -57
O=C(NC1CCCCC1)n1c(=O)oc2ccc(Cl)cc21
  -6 | -2.5 | 10 | -1 | -15 | -2 | 6 | 2 | 3 | 4
